Screening results deposited in PubChem by National Center for Advancing Translational Sciences (NCATS).
ALOX12 inh = blocks human arachidonate 12S-lipoxygenase. purified 12hLO, xylenol orange hydroperoxide absorbance. 580,000 tested, 1.1% active. AID 1671190. Potency, µM (titrated, usually from 108 µM), for the others: at the highest dose activity change, negative = inhibition, actives largely listed as inhibitors; also: potency is read from the fitted curve at half-maximal effect; % is scaled to controls: 0 for no effect and ±100 for the full control effect
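Purified human 12hLO (150 nM final) in 25 mM Hepes, 0.01% Triton X-100, pH 7.0 was preincubated 15 min at room temperature with compound. Then 40 uM arachidonic acid was added, 30 min. Hydroperoxide was read by Fe-XO absorbance ratio 573/405 nm.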
GLS inhibitor = glutaminase GLS (human) inhibition; O94925; GLS enzymatic activity, qHTS titration; Potency, µM (series often up to 45.5 µM), for the others: at the top dose activity change, negative = inhibition, most hits filed as inhibitors; 410,000 tested, 0.21% active; also: potency is read from the fitted curve at half-maximal effect; % is scaled to controls: 0 for no effect and ±100 for the full control effect
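Coupled fluorescence readout: glutamate oxidase/HRP/Amplex Red detect glutamate formed by hKGA from L-glutamine (1 mM solution added). Buffer 45 mM KH2PO4 pH 8.2, 0.02% Tween-20; reads at t0 and 30 min RT.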
JMJD2A Tudor inh = inhibitors of human JMJD2A Tudor domain | 390,000 tested, 4.4% active | O75164 | AlphaScreen JMJD2A-Tudor / H3K4me3 peptide binding | Potency, µM (doses to about 114 µM), inactives show at the top dose activity change, negative = inhibition, actives largely listed as inhibitors; also: potency is read from the fitted curve at half-maximal effect; % is scaled to controls: 0 for no effect and ±100 for the full control effect; nearly all actives have a fitted effect of over 50% in size
ERG-DNA inh = inhibitors of human ERG Ets domain-DNA interaction. P11308. fluorescence polarization, His-ERG Ets domain / labelled DNA. Potency, µM (top dose mostly 76.9 µM), for inactives: at the top dose FP activity, negative = inhibition, usual class: inhibitors. 370,000 tested, 0.028% active; active = well fitted inhibition curve with a large enough effect in the polarisation, with a control signal flat; inconclusive = small, poorly fitted or top-dose-only effect, or effect the other way, or a change in a side signal; inactive = no such curve, though single readings can be large or run the other way; the % refers to the polarisation;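 also: polarization taken with two DNA probes labelled with fluorescein and Texas red; potency is read from the fitted curve at half-maximal effect; % of control where 0% means no effect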
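His-tagged ERG Ets domain (1 uM in the protein solution; 300mM KCl, 50mM Tris-HCl, 1mM EDTA, 1mM DTT, pH 7.5) received compound, then a probe mix of 5 nM fluorescein-DNA and 100nM Texas-615-DNA. Fluorescence polarization was read for both dyes.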
G9a block = blocks human histone lysine methyltransferase G9a | G9a H3K9 monomethylation, AlphaScreen, 2 h | Potency, µM (highest dose often 102 µM), inactives show at the top dose activity, negative = inhibition, most hits filed as inhibitors | 350,000 tested, 8.8% active; also: potency is read from the fitted curve at half-maximal effect; % is scaled to controls: 0 for no effect and ±100 for the full control effect; nearly all actives have a fitted effect of over 75% in size
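Using a bead-based AlphaScreen, monomethylated H3K9 product from 2 h room-temperature reactions (G9a 20 nM, peptide 500 nM, SAM 20 uM) was detected with 0.5 ug/mL rabbit anti-H3K9me1 antibody.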
HP1b chromo inh = blocks HP1-beta chromodomain binding to methylated histone tails. AlphaScreen HP1-beta / biotin-H3K9me3 peptide binding. AID 540317. P83916. Potency, µM (doses to about 114 µM), without a hit: top-dose activity change, negative = inhibition, hits mostly inhibitors. 390,000 tested, 0.56% active; also: potency is read from the fitted curve at half-maximal effect; nearly all actives have a fitted effect of over 70% in size; inactives centre near 23
Target sequence (P83916 whole entry, looked up): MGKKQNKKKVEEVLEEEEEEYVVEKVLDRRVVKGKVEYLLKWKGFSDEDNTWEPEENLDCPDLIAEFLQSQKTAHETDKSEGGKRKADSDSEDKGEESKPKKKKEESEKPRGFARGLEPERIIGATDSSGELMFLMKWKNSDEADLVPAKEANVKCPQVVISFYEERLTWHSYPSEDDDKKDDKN
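HP1-beta protein (50 nM final) preincubated 30 min at room temperature with biotinylated H3(1-18)K9me3 peptide (50 nM) in PBS pH 7.4, 0.01% Tween-20, then compound added for 30 min. AlphaScreen streptavidin donor/nickel chelate acceptor beads (10 ug/mL final), 30 min dark, luminescence read.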
PI4K2A block = inhibitors of human PI4K2A | Q9BTU6 | purified PI4K2A, ADP-Glo luminescence, 1 h; stronger effect = lower value | activity change, negative = inhibition, % at 76.9 µM | 420,000 tested, 0.13% active | AID 1346378; in the data active = activity change below about -50%; inconclusive = mostly about -30% to -49%;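 also: -100% = wells without enzyme as full effect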
Target sequence (Q9BTU6 whole entry, looked up): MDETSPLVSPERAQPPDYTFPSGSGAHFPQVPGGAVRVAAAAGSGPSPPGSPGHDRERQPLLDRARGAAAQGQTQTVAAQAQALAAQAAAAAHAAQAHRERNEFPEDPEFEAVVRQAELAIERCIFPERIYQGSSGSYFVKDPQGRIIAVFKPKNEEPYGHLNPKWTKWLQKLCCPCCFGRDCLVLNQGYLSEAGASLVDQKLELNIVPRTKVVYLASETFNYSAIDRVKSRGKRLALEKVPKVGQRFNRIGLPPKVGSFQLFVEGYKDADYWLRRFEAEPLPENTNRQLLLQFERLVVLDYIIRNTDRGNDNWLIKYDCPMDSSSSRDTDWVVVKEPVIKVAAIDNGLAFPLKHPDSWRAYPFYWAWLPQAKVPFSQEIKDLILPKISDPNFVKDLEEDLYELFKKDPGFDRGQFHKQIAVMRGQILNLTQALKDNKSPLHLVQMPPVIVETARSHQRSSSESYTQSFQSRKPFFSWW
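PI4K2A activity was measured by ADP-Glo luminescence: enzyme (4 ug/mL stock) and phosphatidylinositol (1.2 mM stock) in Tris pH 7.5/MgCl2/EGTA/Triton X-100 buffer were reacted with ATP (300 microM stock) for one hour at ambient temperature.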
BAZ2B block = inhibitors of human BAZ2B bromodomain | Q9UIF8 | Potency, µM (top dose mostly 114 µM), inactives show top-dose activity change, negative = inhibition, actives largely listed as inhibitors | 360,000 tested, 4.4% active | AlphaScreen BAZ2B-H3K14Ac peptide displacement; also: potency is read from the fitted curve at half-maximal effect; % is scaled to controls: 0 for no effect and ±100 for the full control effect; nearly all actives have a fitted effect of over 60% in size
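AlphaScreen luminescence quantifies BAZ2B engagement of H3K14Ac peptide; the protein and biotinylated peptide are both at 50 nM final, buffer PBS pH 7.4 with 0.01% Tween-20, all steps at room temperature.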
RGS4 inhibitor = blocks human RGS4-accelerated GTP hydrolysis; 390,000 tested, 0.039% active; P49798; Transcreener GDP fluorescence polarization, RGS4-accelerated GTP hydrolysis; Potency, µM (doses to about 114 µM), for inactives: top-dose activity change, negative = inhibition, hits mostly inhibitors; also: potency is read from the fitted curve at half-maximal effect; % is scaled to controls: 0 for no effect and ±100 for the full control effect; nearly all actives have a fitted effect of over 75% in size; some results filed as inactive show a strong effect at the top dose
Target sequence (P49798 whole entry, looked up): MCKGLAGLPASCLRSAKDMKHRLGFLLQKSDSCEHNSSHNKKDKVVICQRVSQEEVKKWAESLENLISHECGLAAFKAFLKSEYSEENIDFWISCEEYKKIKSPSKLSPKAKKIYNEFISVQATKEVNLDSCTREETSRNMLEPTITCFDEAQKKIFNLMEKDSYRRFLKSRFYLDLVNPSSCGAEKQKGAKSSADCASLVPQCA
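MLSMR compounds (23 nl, pin-transferred) preincubated 10 min at room temperature with a 500nM (2x) first reagent, then RGS4 at 900nM (2x) plus Transcreener GDP mix added; fluorescence polarization (620/688 nm) read before and after 90 min at 30 °C.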
* = called active by the depositor; ? = inconclusive; nt = no result given; [ ] = remark or other dose. Unless noted, calls follow the shape of the dose curve; as a rule, active = well fitted curve in the direction sought with a large enough effect; inconclusive = small, poorly fitted or top-dose-only effect, or another doubt; inactive = no such curve, though single readings can be large; an effect the other way counts as inactive or inconclusive.

item	SMILES	ALOX12 inh	GLS inhibitor	JMJD2A Tudor inh	ERG-DNA inh	G9a block	HP1b chromo inh	PI4K2A block	BAZ2B block	RGS4 inhibitor
1	CCc1nnc(NS(=O)(=O)c2ccc(NC(=S)NC(=O)/C=C/c3ccc(C(C)C)cc3)cc2)s1	nt	20%	56µM*	nt	18%[0.501 µM]	?	-4	50µM*	?
2	Cc1ccc(C(NC(=O)c2ccccc2S(C)(=O)=O)c2ccccc2)cc1 (stereo unspecified)	30%[activator]	15%	-21%	10%	6%	-3%	1	-24%	7%
3	N#C/C(=C\c1ccccc1)C(=O)Nc1nncs1	?	18%	2%	6%	50µM*	35%	4	-20%	1%
4	Oc1ccc(-c2nnc(SCc3ccccc3)o2)cc1	12%	-5%	-9%	2%	9%[59 µM]	34%	1	-21%	12%[56.9 µM]
5	O=C(CCNC(=O)c1ccc(Br)cc1)NCC(c1ccco1)N1CCCCC1 (stereo unspecified)	-6%	-3%	-13%	-4%	20%[12.7 µM]	26%	-6	5%	2%
6	O=C1CC(c2cccc(Br)c2)c2cc3c(cc2N1)CCC3 (stereo unspecified)	-28%	0%	-12%	2%	-36%[59 µM]	19%	2	7%	4%
7	COc1ccc(NS(=O)(=O)c2cccc(C(=O)OCC(=O)N3CCN(c4ccc(OC)cc4)CC3)c2)cc1	nt	12%	-22%	-1%	?	11%	2	-12%	-19%
8	COc1cc(-c2noc(CN3CCN(c4cccc(Cl)c4)CC3)n2)cc(OC)c1OC	-9%	-15%	-22%	-9%	-24%[59 µM]	16%	6	?	19%
9	CCOc1ccc(NC(=S)NN(C)C(=S)Nc2ccc(OCC)cc2)cc1	-29%	14%	?	-1%	-4%	?	3	?	?
10	C#CCOCCOCCOCCNc1nc(N2CCN(C(=O)C(Cc3ccc(O)cc3)n3cc(C(N)CC(C)C)nn3)CC2)nc(N2CCN(C(=O)C(Cc3ccc(O)cc3)n3cc(C(N)C(C)CC)nn3)CC2)n1 (stereo unspecified)	-19%	25%	50µM*	0%	?	-9%	0	56µM*	-7%
11	O=c1cc(NCc2ccccc2)[nH]c(=O)[nH]1	-5%	-4%	12%	5%	nt	19%	-3	nt	-18%
12	COc1cccc(/C=C2\Oc3cc(OCC(=O)N4CCCCC4)ccc3C2=O)c1OC	8%	12%	-24%	-8%	-41%	26%	0	-23%[57.1 µM]	42%[11.4 µM]
13	Cc1ccc(C(=O)C2=C(O)C(=O)N(c3ncccn3)C2c2ccc(F)cc2)o1 (stereo unspecified)	38%[activator]	5%	-13%	7%	?	24%	6	?	-17%
14	COc1ccc(C=CC(=O)c2c(OC)cc(OC)c(OC)c2O)cc1	-18%	8%	?	-3%	nt	40µM*	-2	nt	-29%
15	O=C(CN(c1ccccc1)S(=O)(=O)c1ccc(F)cc1)NC1CCS(=O)(=O)C1 (stereo unspecified)	-7%	9%	-15%	1%	10%	5%	-2	0%	-4%
16	COc1ccc(Cc2noc(-c3ccc(OC)c(OC)c3)n2)cc1OC	6%	4%	-9%	-9%	-3%[59 µM]	22%	4	10%	13%
17	CCCC(=O)Nc1ccc(C(=O)N/N=C/c2ccc[nH]2)cc1	-17%	13%	-16%	12%	-2%[59 µM]	43%[activator]	-26	-27%	-20%
18	Cc1nc(-c2ccc(S(=O)(=O)Nc3cccc(S(N)(=O)=O)c3)s2)cs1	0%	-1%	-6%	1%	?	19%	-4	-2%	0%
19	CCC(C(=O)Nc1cccnc1)c1ccccc1 (stereo unspecified)	-3%	-4%	-13%	6%	nt	35%	1	-16%	13%
20	COc1ccc(CCNC(=O)C2CC(c3cc(C(F)(F)F)cc(C(F)(F)F)c3)=NO2)cc1 (stereo unspecified)	?	-3%	-24%	1%	?	39%[activator]	-5	?	-10%
21	Cc1c(Cl)cccc1NC(=O)Cn1nnc2sc3c(c2c1=O)CCCC3	-13%	4%	-6%	?	-7%[59 µM]	27%	0	-2%	11%
22	CC(C)(C)NC(=O)Cn1c(SCC(=O)NCc2cccs2)nc2ccccc21	-21%	5%	-17%	-6%	5%	6%	-2	24%	5%
23	Cc1cc(C(=O)Cn2ncc(Cl)c(Cl)c2=O)c(C)n1CC(F)(F)F	-5%	4%	-32%	0%	18%[59 µM]	-1%	-15	1%	-5%
24	CCOC(=O)c1c(C)oc2nc(C)nc(NCCc3ccc(SC)cc3)c12	-6%	-12%	-7%	0%	-19%[59 µM]	44%[activator]	2	4%[57.1 µM]	-17%
25	COC(=O)c1cc(C(=O)OCC(=O)N2CCCCC2)cc([N+](=O)[O-])c1	1%	3%	-10%	-3%	nt	12%[57 µM]	-1	nt	10%
26	Cc1occc1C(=O)Nc1cc(C(C)(C)C)on1	4%	1%	-17%	-4%	5%[12.7 µM]	19%	?	-2%	5%
27	O=C(c1cnsn1)N1CCN(c2ccccc2)CC1	?	23%	2%	-5%	4%[59 µM]	29%	-7	3%	27%
28	CN1CCC(C2(O)c3ccccc3CSc3sccc32)CC1 (stereo unspecified)	18%	1%	-8%	-6%	-37%[59 µM]	29%	0	-1%	15%
29	CC1CCCC(C)N1C(=O)CSCc1ccc(Cl)cc1 (stereo unspecified)	-19%	2%	21%	1%	10%	22%	5	4%	17%
30	O=C(NCc1ccco1)c1ccc(S(=O)(=O)N2CCCCCC2)cc1	33%[activator]	-2%	-21%	7%	11%[59 µM]	10%	7	4%	8%
31	NS(=O)(=O)c1ccc(NC2(C(=O)O)CCCC2)cc1	?	23%	-13%	-9%	8%	3%	0	3%	1%
32	C=CCNC(=O)/C(C#N)=C/c1c(N2CCCCCC2)nc2ccccn2c1=O	-13%	-5%	-10%	-2%	-8%	16%	-2	-3%	-1%
33	COc1ccc(NC(=O)CN(C)CC(=O)N2CCCCCC2)cc1	-5%	-2%	14µM*	3%	56µM*	24%	2	27%	23%
34	Cc1ccc(C)c(OCc2nnc(N)s2)c1	280%[activator]	3%	9%	-5%	?	13%	2	3%	-7%
35	CC1(C)CC(NC(=O)c2cccc(S(=O)(=O)N(Cc3ccccc3)c3ccccc3)c2)CC(C)(C)N1	?	-4%	-20%	-15%	-27%	-10%	1	-4%	5%
36	COc1cccc(C(=O)NC2CCN(C(=O)N3c4ccccc4Sc4ccccc43)CC2)c1	-17%	12%	-21%	nt	?	9%	2	2%	-6%
37	O=c1c2ccccc2cnn1Cc1n[nH]c(=S)n1-c1ccc(Cl)cc1	-21%	-1%	22µM*	-1%	1.8µM*	20%	-1	-8%	-14%
38	CC(C)(C)c1cc(CNC2CS(=O)(=O)C[C@@H]2O)cc(C(C)(C)C)c1O (stereo partly specified)	0%	2%	-23%	-9%	18µM*	38%[activator]	-1	?	-35%
39	COCCn1c(=O)[nH]c2cc(C(=O)NCCCN3CCN(c4ccc(F)cc4)CC3)ccc2c1=O	-11%	41%[activator]	-18%	-6%	-6%[0.501 µM]	12%	5	-5%	9%
40	O=C(OCc1nc2ccccc2s1)c1ccc(Br)s1	12%	-9%	10%	8%	60%[activator]	27%	-11	33%[activator]	-27%
41	Cc1sc2ncnc(N3CCC(C(=O)N(C)CC(=O)Nc4ccccc4Cl)CC3)c2c1C	18%	6%	-20%	-12%	-3%	5%	-4	-22%	27%

The list is partial; count on the stated rates, not on these rows.
